Screening data from PubChem.
L3MBTL1 block: inhibitors of human L3MBTL1 | AlphaScreen L3MBTL1–H3K9me1 peptide binding | AID 485360 | Q9Y468 | Potency, µM (top dose mostly 57.1 µM), for the others: at the top dose activity, negative = inhibition, actives largely listed as inhibitors | hit rate 0.66% among 230,000; further: on the % scale 0 is the no-effect control and ±100 the full control effect; nearly all actives have a fitted effect of over 60% in size
Target sequence (Q9Y468 whole entry, looked up): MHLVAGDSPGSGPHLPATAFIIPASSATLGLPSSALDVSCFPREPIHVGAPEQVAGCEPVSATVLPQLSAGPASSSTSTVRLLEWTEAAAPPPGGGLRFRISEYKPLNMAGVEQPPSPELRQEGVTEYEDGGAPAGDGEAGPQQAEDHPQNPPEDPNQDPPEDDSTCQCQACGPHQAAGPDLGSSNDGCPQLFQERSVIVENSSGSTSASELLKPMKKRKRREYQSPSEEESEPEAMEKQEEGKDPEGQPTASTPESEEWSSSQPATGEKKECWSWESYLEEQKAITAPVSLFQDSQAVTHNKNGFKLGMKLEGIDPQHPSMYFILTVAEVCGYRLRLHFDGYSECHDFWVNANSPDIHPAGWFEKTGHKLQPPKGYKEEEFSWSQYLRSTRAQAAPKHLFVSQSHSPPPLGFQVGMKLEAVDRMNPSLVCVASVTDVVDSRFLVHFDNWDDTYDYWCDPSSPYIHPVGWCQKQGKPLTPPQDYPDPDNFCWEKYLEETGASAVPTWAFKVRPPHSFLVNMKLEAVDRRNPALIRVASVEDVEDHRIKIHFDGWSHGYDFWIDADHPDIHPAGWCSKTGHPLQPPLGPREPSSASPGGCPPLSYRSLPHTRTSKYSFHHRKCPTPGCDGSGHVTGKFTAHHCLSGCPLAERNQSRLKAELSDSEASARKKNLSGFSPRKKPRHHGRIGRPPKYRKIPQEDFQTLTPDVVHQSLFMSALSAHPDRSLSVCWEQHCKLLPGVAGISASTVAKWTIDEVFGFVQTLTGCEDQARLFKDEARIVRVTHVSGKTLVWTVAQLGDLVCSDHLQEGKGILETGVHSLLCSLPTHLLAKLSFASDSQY
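AlphaScreen assay: L3MBTL1 (50 nM final) was preincubated 30 min at room temperature with biotinylated H3(1-15)K9me1 peptide (75 nM final), then 30 min with library compounds; streptavidin donor and nickel chelate acceptor beads (10 ug/mL final) added, 30 min dark.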
Lamin A splicing: changes lamin A minigene splicing in HeLa cells | HeLa LMNA splicing GFP/RFP minigene ratio, 48 h | Potency, µM (series often up to 46.1 µM), without a hit: at the top dose ratio change, negative = inhibition, actives largely listed as inhibitors | hit rate 0.01% among 200,000 | AID 1487; active means well fitted inhibition curve with a large enough effect in the signal ratio, with a control signal flat, not every such curve was filed as active; inconclusive means small, poorly fitted or top-dose-only effect, or effect the other way, or a change in a side signal; the % refers to the signal ratio; further: on the % scale 0 is the no-effect control and ±100 the full control effect
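S3 HeLa cells stably expressing lamin A-EGFP splicing minigene plus DsRed2, 600 cells/well, 48 h compound exposure at 37C. Laser-scanning cytometry; analysed as GFP (500-530 nm)/RFP (575-640 nm) total intensity ratio; 0.5% DMSO vehicle.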
ALDH1A1 inh: blocks purified human ALDH1A1 activity. hit rate 7.3% among 220,000. Purified ALDH1A1, NADH fluorescence, propionaldehyde substrate. P00352. Potency, µM (doses to about 75.3 µM), for the others: top-dose activity, negative = inhibition, actives largely listed as inhibitors; active means well fitted inhibition curve with a large enough effect, not every such curve was filed as active; inconclusive means small, poorly fitted or top-dose-only effect, or another doubt; inactive means no such curve, though single readings can be large or run the other way;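 further: plate controls were no enzyme wells and a reference inhibitor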
SMN2 splice enh: SMN2 splice variant enhancement | HEK293 SMN2-luciferase splicing reporter, luminescence, 30-36 h | Potency, µM (doses to about 46.1 µM), for inactives: at the highest dose activity change, positive = activation, actives largely listed as activators | hit rate 2.8% among 210,000 | AID 1458; further: % of control where 0% means no effect; nearly all actives have a fitted effect of over 55% in size
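HEK293 cells carry an SMN2 minigene-luciferase reporter in which exon 7 inclusion puts luciferase in frame. Cells were seeded at 2000 cells/well, attached for 10-12 hours, then exposed to compounds for 30-36 hours at 37C before ONE-Glo luminescence.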
RECQ1 inh: inhibitors of human RECQ1 DNA helicase; P46063; RECQ1 DNA unwinding, red fluorescence kinetic read; Potency, µM (highest dose often 57.3 µM), for inactives: at the highest dose activity, negative = inhibition, usual class: inhibitors; hit rate 0.54% among 240,000; AID 2549;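 further: plate controls were vehicle for no effect and no enzyme for full effect; nearly all actives have a fitted effect of over 30% in size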
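50 nM RECQ1T1 preincubated 15 min with compound in Tris pH 8.0 buffer with MgCl2, DTT, Tween-20 and 2.5 ug/ml poly(dI-dC); started with 200 nM TAMRA/BHQ-2 forked duplex and 2 mM ATP. Unwinding read as fluorescence (525/598 nm), two reads 2 h apart.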
KDM4E inh: JMJD2E (human) inhibition | hit rate 1.6% among 230,000 | JMJD2E catalytic domain, FDH-coupled NADH fluorescence (FDH is formaldehyde dehydrogenase) | Potency, µM (titrated, usually from 57.1 µM), for inactives: at the top dose activity change, negative = inhibition, usual class: inhibitors; active means well fitted inhibition curve with a large enough effect, not every such curve was filed as active; inconclusive means small, poorly fitted or top-dose-only effect, or another doubt; inactive means no such curve, though single readings can be large or run the other way;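 further: 0% = wells with enzyme and -100% = buffer wells without enzyme; nearly all actives have a fitted effect of over 50% in size; many of its hits are not listed in these tables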
Tau fibril ThT: inhibitors of human tau fibril formation, thioflavin T binding; recombinant tau K18 P301L (four-repeat tau fragment), heparin-induced fibrillization, ThT fluorescence; Potency, µM (doses to about 57.4 µM), inactives show at the highest dose activity, negative = inhibition, actives largely listed as inhibitors; hit rate 2.1% among 270,000; further: on the % scale 0 is the no-effect control and ±100 the full control effect; nearly all actives have a fitted effect of over 55% in size
Target sequence (P10636 561-689 P618L limits assumed): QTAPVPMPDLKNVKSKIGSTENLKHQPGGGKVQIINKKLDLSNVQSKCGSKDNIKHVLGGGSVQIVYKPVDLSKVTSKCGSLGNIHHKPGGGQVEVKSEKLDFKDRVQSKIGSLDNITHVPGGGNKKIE
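Aggregation was driven by heparin (20 uM final) acting on recombinant tau […] bearing P301L in 100 mM sodium acetate pH 7; fibrils were detected with Thioflavin T.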
Luc counter: counter-screen: inhibitors of Kinase-Glo firefly luciferase. Q27757. hit rate 0.28% among 200,000. Potency, µM (doses to about 38.3 µM), inactives show at the top dose activity change, negative = inhibition, actives largely listed as inhibitors. AID 1379. Kinase-Glo luciferase, ATP luminescence, 8 min; further: on the % scale 0 is the no-effect control and ±100 the full control effect; nearly all actives have a fitted effect of over 60% in size
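Recombinant Kinase-Glo luciferase, 10 uM ATP (linear range), luciferin; imidazole pH 7.2 / KCl / MgCl2 / Tween / BSA buffer; 8 min RT; luminescence.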
The depositor's hits bear a star; i = inactive; ? = inconclusive; . = no result given; & = joins results of further samples; ! = a repeat was not active; [ ] = dose if it differs, or a comment. Unless noted, the call rests on the fitted dose curve; in most records, active means well fitted curve in the direction sought with a large enough effect; inconclusive means small, poorly fitted or top-dose-only effect, or another doubt; inactive means no such curve, though single readings can be large; an effect the other way counts as inactive or inconclusive. Potency means the concentration at half of the fitted maximal effect. A portion of the library; rates above refer to the full screens.

SMILES	L3MBTL1 block	Lamin A splicing	ALDH1A1 inh	SMN2 splice enh	RECQ1 inh	KDM4E inh	Tau fibril ThT	Luc counter
Cc1ncc(CN2CC=C(c3ccccc3)CC2)c(N)n1	.	.	?	-25%	-15%	-27%	-10%	-4%
CN1CCN(c2ccc(F)cc2N)CC1	?	.	?	5%	-11%	-8%	2%	-2%
NNC(=O)c1ccc(O)cc1	-11%	-19%	-8%	-15%	i	5%	-6%	-3%
CC(=O)Nc1ccccc1OP1(=O)COc2ccccc2OC1	.	13%	3%	.	i	1%	-5%	-3%
CS(=O)(=O)N1CCCC(C(=O)N2CCC3(CC2)OCCO3)C1 (centres undefined)	0%	-3%	18%	-6%	-18%	2%	-3%	-1%
O=C(C1CC(=O)N(C2CCCCCCC2)C1)N1CCC2(CC1)OCCO2 (centres undefined)	-1%	3%	25µM*	28%	-3%	-1%	-4%	5%
CC(=O)CC1CCCCN1 (centres undefined)	.	-9%	-9%	1%	-2%	-4%	-6%	2%
OC1/C(=C/c2ccc(F)cc2)N2CCC1CC2 (centres undefined)	-1%	4%	4%	3%	i	-6%	0%	-2%
Nc1ccccc1Cl	2%	.	-3%	-1%	0%	.	.	.
Nc1nc(F)nc2c1ncn2[C@@H]1O[C@H](CO)[C@@H](O)[C@@H]1O	-2%	?	-1%	-9%	0%	1%	0%	1%
Cc1cc(Cl)ccc1OCCCC(=O)NCc1cccs1	18%	-19%	3%	-4%	-19%	4%	-10%	-1%
c1ccc(C(c2ccccc2)N2CCN(c3ccc4ccccc4n3)CC2)cc1	6%	?	?	-45%[inhibitor]	-7%	?	-8%	0%
Clc1cncc(N2CCNCC2)n1	.	.	22%	-6%	-4%	?	1%&-18%	2%
COc1ccc(C(=O)C2CCCN(Cc3ccon3)C2)cc1OC (centres undefined)	2%	2%[46 µM]	3%	.	-1%	-4%	-10%	-2%
CCN1C[C@@]2(COC)CC[C@H](OC)[C@]34[C@@H]1[C@]1(OCO[C@@]15C[C@@H](OC)C1C[C@H]3[C@H]5[C@@H]1OC)[C@H](O)[C@@H]24	.	-5%	-8%[20.9 µM]	-6%[20.6 µM]	-1%[25.9 µM]	-22%[25.5 µM]	.	3%[17.1 µM]
Cc1cc(NCCN)nc2ccccc12	.	-2%	5%	-8%	-10%	?	-11%	-4%
Cc1ccccc1C(=O)NC(Oc1ccccc1)C(Cl)(Cl)Cl (centres undefined)	0%	-1%	9%	-15%	-2%	-6%	1%	-2%
NCCc1c[nH]c2ccccc12	-3%	-7%&-11%	-2%&-8%&-4%&1%	6%&-3%&-3%&3%	0%&-3%&-9%	2%&2%&-20%	-6%&2%&-9%&-22%	-1%&-5%&4%
CCc1c(C)nc(N)nc1N1N=C1SCC(N)=O	.	8%	6%	5%	-2%	1%	-8%	-4%
CCCCCCn1c(O)c(C=Nc2c(C)n(C)n(-c3ccccc3)c2=O)c(=O)[nH]c1=O	.	-1%	?	.	i	?	-2%	-2%
CCC(=NCCc1ccccc1)c1c(O)n(C2CCCCC2)c(=O)[nH]c1=O	.	12%	?	-20%	-1%	-4%	-26%	-5%
COC(=O)N(c1ccccc1)P1(=S)OCCO1	39%[activator]	3%	4µM*	-6%	-11%	-3%	?	4%
CCCCCCC(=O)c1c(O)n(-c2ccc(OC)cc2)c(=O)[nH]c1=O (tested in a mixture with another compound)	0%	.	.	.	0%	-4%	-4%	.
CC1=CC(=C2C(=O)NC(=O)NC2=O)C=C(C(F)(F)F)N1C(C)C	0%	0%	10%	-8%	i	-2%	0%	2%
Cc1ccc(-c2nc3ccccc3c(=O)n2-c2cccc(C)n2)cc1	-13%	.	-62%	.	8%	-13%	1%	-14%
O=C(c1ccc(-c2ccccc2)c(F)c1)C1CCCN(CCO)C1 (centres undefined)	-13%	6%[46 µM]	-16%	.	-2%	-13%	-7%	-1%
C=C(CC1(CNP(=O)(c2ccccc2)c2ccccc2)CC1)c1ccccc1	.	.	-2%	-6%	-2%	14%	-12%	-4%
COc1ccc2c(c1)CC[C@@H]1[C@@H]2CC[C@]2(C)[C@@H](NCCCCCCN3C(=O)C=CC3=O)CC[C@@H]12	.	.	8%	-4%	6%	.	-12%	.
O=C1NC(=O)N(c2ccc3c(c2)OCO3)C(=O)/C1=C/c1ccsc1	-1%	8%[46 µM]	?	19%	-9%	-1%	?	5%
O=C(c1cc(F)ccc1F)C1CCCN(CCCc2ccccc2)C1 (centres undefined)	-1%	.	-5%	.	-3%	13%	-16%	0%
COc1ccc(C2SCC(=O)Nc3c2c(C)nn3-c2ccccc2)cc1 (centres undefined)	.	-7%	-4%	-20%	-15%	6%	-8%	-2%
COC[C@H]1OC(=O)c2coc3c2[C@@]1(C)C1=C(C3=O)C2CCC(=O)[C@@]2(C)C[C@H]1OC(C)=O (some centres undefined)	.	?	28µM*!	-90%&-5%[inhibitor]	35µM*	-2%	18µM*!	-13%
CC(O)C(C)OC(=O)[C@@H]1C[C@@H]2c3cccc4c3c(cn4C(C)C)C[C@H]2N(C)C1 (some centres undefined)	.	-22%	1.8µM*!	-22%&14%	35µM*!	?	-10%&4%	-3%
O=c1c2ccccc2nc(SCC2CCCCO2)n1-c1ccccc1 (centres undefined)	2%	0%	18µM*	-13%	-11%	9%	-2%	-1%
COc1ccc(-n2c(/C=C/c3ccc4c(c3)OCO4)nc3ccccc3c2=O)cc1	-15%	?	?	-40%[inhibitor]	-26%	.	?	1%
Fc1ccc(-c2nc3c(-c4ccc(F)cc4)cnn3cc2CCN2CCOCC2)cc1	-4%	.	13%	.	?	-1%	?	1%

Record cards (already shown). Order of screens: L3MBTL1 block, Lamin A splicing, ALDH1A1 inh, SMN2 splice enh, RECQ1 inh, KDM4E inh, Tau fibril ThT, Luc counter
Fc1ccc(-c2nc3c(-c4ccc(F)cc4)cnn3cc2CCN2CCOCC2)cc1 reads -4%, ., 13%, ., ?, -1%, ?, 1%
O=C(c1ccc(-c2ccccc2)c(F)c1)C1CCCN(CCO)C1 (centres undefined) reads -13%, 6%[46 µM], -16%, ., -2%, -13%, -7%, -1%

Next section
SMILES	L3MBTL1 block	Lamin A splicing	ALDH1A1 inh	SMN2 splice enh	RECQ1 inh	KDM4E inh	Tau fibril ThT	Luc counter
CCN1CCN(C(=O)COc2cc(=O)n(CC)c3ccccc23)CC1	11%	?	?	61%	9%	-1%	8%	8%
O=P(c1ccccc1)(c1ccccc1)N1CC2(CC2)CC(O)(c2ccccc2)C1 (centres undefined)	.	.	-9%	-18%	0%	-11%	-5%	-7%
COc1ccc(Cl)cc1C(=O)C1CCCN(CCO)C1 (centres undefined)	0%	.	?	.	i	?	-3%	.
CNC(C)C(O)c1ccccc1 (centres undefined)	.	.	5%	2%	16%	4%	2%	-6%
O=C1NC(=O)N(Cc2ccco2)C(=O)/C1=C/c1ccc(-c2cccc([N+](=O)[O-])c2)o1	28µM*	-11%	7.1µM*	15%	?	?	?	-2%
O=[N+]([O-])c1cccc(CN2CCN(Cc3ccc(Cl)cc3)CC2)c1	-20%	?	?	-46%[inhibitor]	i	28µM*	-7%	6%
CCC(=NCC1CCCO1)c1c(O)n(Cc2ccccc2)c(=O)[nH]c1=O (centres undefined)	-9%	-7%	?	-12%	-8%	0%	-3%	4%
c1cnc(N2CCC3(CCNCC3)CC2)nc1	.	.	-16%	-10%	i	.	.	-2%
Cc1ccsc1C(=O)C1CCCN(Cc2cnn(C(C)C)c2)C1 (centres undefined)	-3%	?	-2%	-11%	i	-2%	4%	-5%
O=C(C1CC(=O)N(c2ccc(F)c(Cl)c2)C1)N1CCC2(CC1)OCCO2 (centres undefined)	-2%	21%	1%	3%	-11%	1%	-4%	-2%
COc1ccc(C2C([N+](=O)[O-])=C(N)Oc3c2c(=O)oc2ccccc32)cc1 (centres undefined)	9%	-10%	?	-3%	0%	-18%	?	1%
Cc1nc(-c2ccc(-c3ccc(C(=O)N4CCc5cc6c(cc54)C4(CCN(C)CC4)CO6)cc3)c(C)c2)no1	.	?	3%&-11%	-38%[inhibitor]	31%&6%[activator]	-5%&3%	?	-4%&0%
CCN1CCN(c2nc([N+](=O)[O-])nn2C)CC1	6%	.	.	.	-6%	-9%	-2%	.
CC(C)c1ccc(-n2c(O)c(/C=N/NC(=O)c3ccccc3O)c(=O)[nH]c2=S)cc1	-42%	.	.	.	-30%	?	?	.
Cc1nc(CCl)cc(=O)[nH]1	10%	.	11%	?	1%	-9%	-5%	0%
CCCCn1c(=O)c(C(=O)Nc2nc3ccccc3[nH]2)c(O)c2ccccc21	.	-8%	-3%	-22%	-3%	1%	-19%	0%
CCn1c(N)c(C(=O)NC)sc1=S	.	3%	2.8µM*	4%	-5%	?	?	-2%
COc1ccc2c(c1)CCC1C2CC[C@@]2(C)C1CC[C@@H]2NCCCCCCN1C(=O)C=CC1=O (some centres undefined)	.	-21%	0.5µM*	-19%	-15%	-1%	-13%	-9%
CS(=O)(=O)N1CCN(C(=N)N[N+](=O)[O-])CC1	-9%	.	-7%	-38%	-9%	-2%	4%	1%
CN1CCCC(C(O)(c2ccccc2)c2ccccc2)C1 (centres undefined)	42%[activator]	.	.	.	2%	-1%	-5%	.
Cc1ccc(N2C(=O)NC(=O)/C(=C\c3ccc(N4CCOCC4)cc3)C2=O)cc1	-9%	-3%	11µM*	10%	i	?	?	-8%
CCOC(=O)c1c(C)n(CC(O)CN2CCOCC2)c2cc(Br)c(OC)cc12 (centres undefined)	.	-6%[46 µM]	?	.	1%	-3%	1%	3%
CCCCC/C=C\C/C=C\C/C=C\C/C=C\CCCC(=O)N[C@H](C)CO	.	.	7.1µM*!	-3%&7%	5%&-4%	1%	4%&6%&-4%	-1%[39.9 µM]
CNS(=O)(=O)c1ccc(N=Cc2c(O)n(-c3cccc(C)c3)c(=O)[nH]c2=O)cc1	-4%	-2%[46 µM]	-4%	-12%	-5%	?	-7%	5%
Cc1noc(C(=O)Nc2sc3c(c2C#N)CCC3)c1Cl	.	?	13µM*	-62%[inhibitor]	13%	?	?	18%
